Source: PubChem BioAssay (several laboratories)
Shn3 inh set2 = reduces Shn3 3'UTR luciferase signal in osteoblasts; Clone20 osteoblast Shn3 3'UTR firefly luciferase, 24 h; inhibition, % at 12.5 µM; 360,000 tested, 0.52% active;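 active = mean inhibition of at least 75% with every replicate also reaching 75%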;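 note: 0% = median of neutral control wells and 100% = pilot-screen positive control compound; some compounds past the cut are filed as inactive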
NR5A2 inv ag = suppresses constitutive activity of human LRH-1 | inhibition, % at 3.6 µM | HEK293T StAR-luciferase reporter, LRH-1 transfected, 24 h | O00482 | 360,000 tested, 0.13% active | AID 602396;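 active = inhibition above the mean inhibition of all tested compounds plus 3 SD, cut at about 73% in these data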;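 note: 0% = DMSO wells and 100% = reporter-only cells lacking LRH-1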
Target sequence (O00482 whole entry, looked up): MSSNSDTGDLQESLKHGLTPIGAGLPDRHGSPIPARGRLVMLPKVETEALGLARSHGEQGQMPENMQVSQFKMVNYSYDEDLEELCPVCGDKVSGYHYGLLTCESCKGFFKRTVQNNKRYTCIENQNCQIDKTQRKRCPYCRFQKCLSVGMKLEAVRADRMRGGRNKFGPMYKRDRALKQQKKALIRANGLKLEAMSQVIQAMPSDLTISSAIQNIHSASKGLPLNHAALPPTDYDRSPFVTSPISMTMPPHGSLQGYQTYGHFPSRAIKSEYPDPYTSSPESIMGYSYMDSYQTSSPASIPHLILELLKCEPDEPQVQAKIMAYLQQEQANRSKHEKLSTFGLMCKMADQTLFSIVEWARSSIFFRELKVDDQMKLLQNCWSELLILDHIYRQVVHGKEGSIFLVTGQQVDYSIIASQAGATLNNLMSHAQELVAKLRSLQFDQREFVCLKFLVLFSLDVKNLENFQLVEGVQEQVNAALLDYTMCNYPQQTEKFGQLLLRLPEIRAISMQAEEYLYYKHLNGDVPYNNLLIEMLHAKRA
TRAIL sens C8 = caspase-8 TRAIL sensitization; NB7+C8 cells + TRAIL, ATPlite viability luminescence; inhibition (viability loss, TRAIL sensitization), % at 10 µM; 360,000 tested, 1% active; AID 624354;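 active = compounds causing at least 50% loss of cell viability in the single-dose screen, relative to plate controls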
KKLEB cytotox = reduces viability of KKLEB cystic fibrosis airway cells; KKLEB CF airway cells viability, ATPlite luminescence, overnight; active compounds read low; cells stimulated with P. aeruginosa culture filtrate; activity change (cytotoxicity), % at 5 µM; 360,000 tested, 0.36% active; AID 602141;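 active = corrected activity change at or below -50% at 5 µM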
TWEAK Fn14 block = inhibitors of TWEAK-Fn14 interaction signaling | inhibition, % at 10 µM | TWEAK-stimulated Fn14 reporter cells, luciferase luminescence, 8 h | 360,000 tested, 2% active; in the data active = inhibition above about 50%
NR2F2 inh = NR2F2 (human) inhibition, primary screen; HEK293T NGFI-A luciferase reporter, luminescence; inhibition, % at 8.6 µM; P24468; 370,000 tested, 0.7% active;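 active = inhibition above a per-plate cutoff, mean inhibition of test wells between control levels plus 3 SD, cut at about 38% in these data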;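 note: cells cotransfected with COUP-TFII expression vector driving the NGFI-A reporter; 0% = median of COUP-TF2 test wells and 100% = reporter-only cells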
Target sequence (P24468 whole entry, looked up): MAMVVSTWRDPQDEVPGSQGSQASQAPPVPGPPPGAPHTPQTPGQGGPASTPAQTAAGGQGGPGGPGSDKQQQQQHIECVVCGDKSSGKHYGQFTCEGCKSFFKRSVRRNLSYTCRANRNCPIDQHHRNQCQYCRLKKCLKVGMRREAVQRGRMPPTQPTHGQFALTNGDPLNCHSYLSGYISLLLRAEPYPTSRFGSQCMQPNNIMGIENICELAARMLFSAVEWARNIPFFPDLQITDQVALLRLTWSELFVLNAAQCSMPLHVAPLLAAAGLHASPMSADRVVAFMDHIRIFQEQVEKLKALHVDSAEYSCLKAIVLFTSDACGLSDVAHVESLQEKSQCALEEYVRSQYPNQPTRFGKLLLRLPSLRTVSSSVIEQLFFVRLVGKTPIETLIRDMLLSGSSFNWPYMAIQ
NCOA1 inh = inhibitors of human steroid receptor coactivator 1 (SRC1); 360,000 tested, 0.12% active; Q15788; HEK293 GAL4-SRC1 luciferase reporter, luminescence; AID 588354; inhibition, % at 3.6 µM;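 active = inhibition above the campaign mean plus 3 SD, with each screening campaign given its own cutoff, cut at about 60% in these data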;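 note: 0% = DMSO treated cells and 100% = gossypol at 36 µM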
LMP1 NFkB inh = Epstein-Barr LMP1 NF-kappaB reporter inhibition | LMP1-induced NF-kappaB luciferase reporter cells, luminescence | inhibition, % at 12.5 µM | 350,000 tested, 0.69% active | AID 504558; in the data active = inhibition above about 41%;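 note: 0% = neutral control wells and 100% = reference inhibitor control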
CF NFkB block = cystic fibrosis NF-kB activation inhibition; AID 588850; 360,000 tested, 0.86% active; inhibition, % at 5 µM; KKLEB NF-kB-GFP reporter, PAF-induced, GFP fluorescence overnight;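 active = at least 50% inhibition at 5 µM, scaled per plate between neutral and stimulator controls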;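 note: PAF is a Pseudomonas aeruginosa culture filtrate used as stimulus; plate controls were PAF-stimulated DMSO wells for no effect and unstimulated DMSO wells for full effect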
TROY signal inh = blocks TROY-dependent signaling in reporter cells. inhibition, % at 10 µM. Q293 LMP1-TROYcd NF-kB luciferase reporter, 4 h. 360,000 tested, 0.98% active;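 active = compounds whose plate-normalised and pattern-corrected inhibition of the luciferase reporter signal at the single screening dose is 50% or more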
NCOA3 inh = inhibits human SRC3 coactivator | Q9Y6Q9 | HEK293 GAL4-SRC3 luciferase reporter, luminescence | inhibition, % at 3.6 µM | 360,000 tested, 0.17% active;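 active = inhibition above a per-campaign cutoff, the mean of all compounds plus 3 SD, cut at about 60% in these data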;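 note: 0% = DMSO-treated cells and 100% = gossypol-treated cells at 36 µM; higher means less SRC3-driven luciferase light from the GAL4 reporter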
* marks the source's active call; other numbers are inactive results; . = no result given. An excerpt. The share of hits here may be higher or lower than overall.

Every second line gives: Shn3 inh set2	NR5A2 inv ag	TRAIL sens C8	KKLEB cytotox	TWEAK Fn14 block	NR2F2 inh	NCOA1 inh	LMP1 NFkB inh	CF NFkB block	TROY signal inh	NCOA3 inh
- CC(=O)N1CCc2c(sc(NC(=O)C3CC3)c2-c2nc3ccccc3s2)C1
    3	36	-2	-3	-51	11	-1	-11	-50	-9	11
- O=C(CCn1nc(-c2ccc(Cl)cc2)ccc1=O)N1CCOCC1
    51	-19	18	2	26	-5	-11	9	-15	6	18
- COc1ccccc1NC(=S)NCC1CCC(CNC(=S)Nc2ccccc2OC)CC1 (stereo not drawn)
    14	23	7	6	-7	4	-13	-2	5	14	7
- Cc1ccccc1-n1c(=O)cc(N2CCN(Cc3ccccc3)CC2)[nH]c1=O
    -12	11	-1	5	10	-1	0	-8	15	0	-17
- O=C(CSc1nc(Cc2ccccc2)nc2ccccc12)Nc1ccc2c(c1)OCCO2
    1	2	-5	-9	-6	-17	-9	10	29	11	14
- CCC/C=C/c1ccc(CN2C(C(C)C)C(=O)N(Cc3cn(Cc4ccco4)nn3)CCS2(=O)=O)cc1 (stereo not drawn)
    3	-3	15	8	13	13	-1	-1	52*	-6	-4
- Cc1c(Cl)cccc1NC(=O)CNC(=O)CCS(=O)(=O)c1ccc(F)cc1
    -15	2	3	-2	10	10	-35	0	17	8	-11
- O=C(O)c1cccc(S(=O)(=O)N(Cc2ccccc2)c2ccccc2Cl)c1
    -23	-11	-1	5	15	-5	2	-1	-3	-2	-9
- CN1CCN(c2ccc(C(=O)c3ccc(Br)cc3)cc2[N+](=O)[O-])CC1
    6	-5	21	0	13	16	7	7	-10	-14	-1
- O=C(COC(=O)C1CC(=O)N(Cc2ccccc2)C1)Nc1ccc2c(c1)OCO2 (stereo not drawn)
    6	46	-9	-5	12	3	9	-8	-11	-12	3
- Cc1ccc(S(=O)(=O)N(C)C)cc1NC(=S)Nc1ccc2[nH]c(=O)[nH]c2c1
    27	3	-3	2	4	10	-5	8	6	14	1
- CC1CC(C)CN(CCCNC(=O)C2CCN(c3nnc(-n4cccc4)s3)CC2)C1 (stereo not drawn)
    6	6	-7	-6	-6	-20	-8	-4	7	13	0
- COc1ccc(-n2c(-c3cc(-c4ccccc4)sc3N)n[nH]c2=S)cc1
    -19	13	-9	20	-25	2	-29	-10	-38	-18	-3
- Cc1ccc(C2(C)NC(=O)N(CC(=O)Nc3ccccc3N3CCCC3)C2=O)cc1 (stereo not drawn)
    8	1	-8	16	-5	.	4	-15	-9	-11	-6
- O=C(NCCN=C1NS(=O)(=O)c2ccccc21)c1ccc(S(=O)(=O)N2CCOCC2)cc1
    -6	8	-20	9	2	5	-42	2	-19	-5	1
- CCN(CC)c1ccc(S(=O)(=O)N2CCOCC2)cc1NC(=O)CSc1nncs1
    -9	22	-3	0	-7	.	-12	2	14	-12	-5
- Cc1cccc(OCC(=O)N(Cc2ccc(C)o2)C2CCS(=O)(=O)C2)c1 (stereo not drawn)
    9	13	-7	1	1	-4	-4	1	-3	-25	14
- Cc1cccc(C)c1NC(=O)COC(=O)/C=C/c1ccc(S(=O)(=O)N2CCOCC2)cc1
    1	-1	2	24	-15	6	-1	-1	4	-7	-3
- CC(C)(C)n1nc2c(c1NC(=O)c1cc([N+](=O)[O-])ccc1Cl)CS(=O)(=O)C2
    7	0	5	-2	23	-10	19	-3	5	-9	10
- CCCNC(=O)c1onc(CSc2ccc(F)cc2)c1C(=O)NC(C)C
    -31	-4	-13	7	13	19	-4	7	-4	-11	6
- Cc1cc(C)n(CC(=O)N2c3ccccc3Sc3ccc(C(F)(F)F)cc32)n1
    8	1	-2	-16	-5	18	-3	-2	2	0	-9
- Cn1cccc1/C=N/NC(=O)c1ccc(OC(F)(F)C(F)F)cc1
    -14	5	4	0	-19	-11	-43	-11	0	-57	-13
- COc1ccc(NC(=O)C(=O)NCCC2=CCCCC2)c(OC)c1
    -24	8	-1	4	-11	-8	-1	6	2	-3	10
- COc1cc2[nH]c(=O)c(C(=O)NCc3ccc(C)cc3)c(O)c2cc1OC
    61	-4	-8	-7	-39	1	-32	-2	2	-3	17
- COc1ccc2c(C)cc3n[nH]c(=S)n3c2c1
    -18	13	-9	-7	36	7	7	-7	38	28	30
- CC(C)(C)OC(=O)[C@H](Cc1ccccc1)NC(=O)c1nc[nH]c1C(=O)N[C@@H](Cc1ccccc1)C(=O)OC(C)(C)C
    16	7	12	-24	5	2	-2	-4	27	5	16
- N#C/C(=C\C=C\c1ccccc1[N+](=O)[O-])C(=O)NC1CCCCC1
    3	8	-11	0	82*	.	-36	-77	-40	-29	21
- O=C(Cn1nc(-c2ccccc2F)ccc1=O)NCc1ccc2c(c1)OCO2
    1	24	2	6	9	-12	-44	-1	6	1	-24
- COc1ccc(N2CCN(C(=O)c3ccc(NS(=O)(=O)c4ccc(F)c(F)c4)cc3)CC2)cc1
    20	-32	-11	16	-9	9	-19	0	-8	-41	0
- O=C(NC1CCN(Cc2ccccc2)C1)c1cc(COc2ccc(F)cc2F)on1 (stereo not drawn)
    0	-9	-1	1	-8	-4	-11	6	-6	17	-2
- COc1cc(NC(=O)c2ccccc2)cc(OC)c1
    -14	-25	21	10	-24	-41	-45	6	-9	-22	-57
- Cc1cc(C)nc(N2CCN(C(=O)CCC(=O)Nc3nnc(C(C)C)s3)CC2)n1
    -8	-11	23	10	-17	7	-2	-11	-12	-21	1
- CCN(Cc1ccncc1)C(=O)CSc1ccc2ccccc2c1
    -36	-14	-5	-3	13	-6	-9	3	0	-3	-1
- O=C(Nc1nccs1)c1ccc([N+](=O)[O-])cc1
    -41	-22	2	10	-11	6	-28	-7	-12	-52	-30
- O=C(NCc1cccnc1)c1cccnc1Sc1ccc(Cl)cc1
    6	2	-7	-6	-17	14	2	-6	4	5	13
- CCn1c(O)c(N=NC(=O)c2cccnc2)c2cc(Br)ccc21
    1	4	-1	-10	-14	2	-23	-10	15	13	6
- CSc1ccc(C(=O)C2CCCN(C(=O)CCc3c(C)nn(C)c3C)C2)cc1 (stereo not drawn)
    80	25	18	10	23	58*	7	17	-1	29	11
- C[C@H]1CN([C@@H](C)CO)C(=O)c2cc(/C=C/c3ccccc3)cnc2O[C@H]1CN(C)C(=O)c1cccc(F)c1
    3	-1	-9	10	14	12	-4	-1	-25	-17	-2
- CC1CCCCN1CCCNC(=O)CN1C(=O)c2cccnc2Oc2ccccc21 (stereo not drawn)
    -16	11	-26	11	9	9	-2	1	-10	-21	-13
- CC(=O)Nc1ccc(OC/C=C(\C)Cl)cc1
    -23	-9	3	-17	-13	-3	-20	-7	-5	-22	-14
- COc1ccc(CN2C(=O)C3C4C=CC(C4)C3C2=O)cc1 (stereo not drawn)
    -11	17	0	-8	3	-2	-3	-11	16	-12	3
- CCN1C(=O)c2ccc(C(=O)Nc3nccs3)cc2C1=O
    -14	-7	-4	0	4	-1	-17	-3	-3	-56	18
- Cc1cc(C)cc(C(=O)Nc2cc3c4c(c2)CC(=O)N4CCC3)c1
    10	-55	-7	-19	-14	9	-25	9	10	9	5
- CSCC[C@H](NC(=O)[C@H]1N2C(=O)c3ccccc3C2SC1(C)C)C(=O)NCc1ccncc1 (stereo partly drawn)
    -1	4	-4	3	8	-6	-7	3	5	1	10
- CN(C)c1ccc(/C=C/c2nc3ccccc3s2)cc1
    85	41	92*	-83*	105*	69*	56	25	-31	65*	64*
- CC(C)C[C@@H]1COc2cccc(N3CCN(Cc4ccccc4F)CC3)c2S(=O)(=O)N1
    .	11	3	.	5	14	.	.	.	19	.
- Cc1ccc(NC(=O)CN2C(=O)NC3(CCC(C)CC3)C2=O)c(Cl)c1 (stereo not drawn)
    4	-3	-8	-28	0	6	0	10	1	-3	4
- O=[n+]1cc(-c2ccc(Br)cc2)n([O-])c2c1CCC2
    -20	4	-11	-1	4	15	15	-1	0	0	12
- CC1(C)CC(=O)C=C(NCC(=O)O)C1
    -21	0	-22	2	10	-19	9	-5	-4	6	5
- CCOC(CNC(=O)C(=O)NCC(c1ccco1)N1CCN(c2ccc(OC)cc2)CC1)OCC (stereo not drawn)
    -3	-4	1	-2	-30	5	-2	3	9	-20	-4
- CCOc1ccc(CCNC(=O)COC(=O)c2ccc3c(c2)OCCO3)cc1OCC
    1	8	0	3	-23	-16	-9	-14	-14	-3	10
- CC(C(=O)Nc1ccc(S(=O)(=O)N2CCCC2)cc1)N(C)Cc1ccc(F)cc1 (stereo not drawn)
    5	18	-4	-2	-6	23	-10	-3	-38	6	8
- COc1ccc2c(c1)CCC1=C2NC(=S)NC1c1ccc(N(C)C)cc1 (stereo not drawn)
    0	-13	-9	9	-9	-5	0	-4	-21	5	14
- CCOc1ccc(-c2nc3ccccc3c(=O)o2)cc1
    -103	-86	68*	-5	34	-16	-38	9	-36	-9	-34
- O=C(Nc1nc2ccc([N+](=O)[O-])cc2s1)c1ccncc1
    -32	-28	53*	-12	27	-10	-38	-11	24	-58	-21
- COc1ccccc1CNS(=O)(=O)c1c(C)cc(C)cc1C
    -4	-12	-19	-9	-4	0	7	1	15	2	-6
- COC(=O)c1cc(C)nc2c1c(C)nn2-c1ccccc1
    -15	6	7	-1	-4	-1	-2	-2	11	-21	-13
- Cc1c(CCC(=O)O)c(=O)oc2c(C)c3occ(-c4ccc(Br)cc4)c3cc12
    26	13	-7	1	10	21	3	-5	-35	14	3
- CCN(CC)CCNC(=O)c1cn(CC)c2cc(N3CCN(C)CC3)c(F)cc2c1=O
    11	-6	-1	3	6	-12	9	-6	-50	-5	-23
- CCOc1ccccc1OCCCC(=O)Nc1ccc(S(=O)(=O)Nc2cc(C)nc(C)n2)cc1
    1	-11	-5	10	3	-4	-1	-3	2	-13	-2

Next section
Every second line gives: Shn3 inh set2	NR5A2 inv ag	TRAIL sens C8	KKLEB cytotox	TWEAK Fn14 block	NR2F2 inh	NCOA1 inh	LMP1 NFkB inh	CF NFkB block	TROY signal inh	NCOA3 inh
- CN(CC(CC(=O)Nc1nncs1)c1ccccc1)S(=O)(=O)c1ccc(Br)cc1 (stereo not drawn)
    -13	10	7	10	7	-7	1	-20	17	-18	23
- COC(=O)/C(C(C)=O)=C(/C=C/C=C/N(C)C)N(C)C
    3	-8	-30	-5	2	5	18	-5	5	4	-5
- CCNC(=S)N(CCCN(CC)CC)Cc1cc2cc3c(cc2[nH]c1=O)OCO3
    -3	-3	0	-4	-3	-2	11	7	8	4	-18
- Cn1c(SCC(=O)N2c3ccccc3CCc3ccccc32)nnc1-c1ccc(O)cc1
    9	3	1	-17	13	-4	-4	-4	20	5	-4
- O=C(OCN1C(=O)c2ccccc2C1=O)C1CCCCC1
    8	-2	14	-10	15	-5	2	-5	18	-7	16
- Cc1cc(NC(=O)COc2coc(CN3CCN(c4ccc(F)cc4)CC3)cc2=O)no1
    9	1	-12	11	5	3	-7	3	-22	25	1
